# AmpC detergent – blocks E. coli AmpC beta-lactamase in detergent assay | P00811 | AmpC hydrolysis of nitrocefin, absorbance 480 nm, 0.01% Triton | Potency, µM (series often up to 114 µM), inactives show top-dose activity change, negative = inhibition, hits mostly inhibitors | actives 0.041% (n = 370,000) | AID 485294;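 note: potency is the fitted concentration of half-maximal effect; 0% = no-compound wells and -100% = no-enzyme wells; nearly all actives have a fitted effect of over 25% in size; some results filed as inactive show a strong effect at the top dose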
# Target sequence (P00811 whole entry, looked up): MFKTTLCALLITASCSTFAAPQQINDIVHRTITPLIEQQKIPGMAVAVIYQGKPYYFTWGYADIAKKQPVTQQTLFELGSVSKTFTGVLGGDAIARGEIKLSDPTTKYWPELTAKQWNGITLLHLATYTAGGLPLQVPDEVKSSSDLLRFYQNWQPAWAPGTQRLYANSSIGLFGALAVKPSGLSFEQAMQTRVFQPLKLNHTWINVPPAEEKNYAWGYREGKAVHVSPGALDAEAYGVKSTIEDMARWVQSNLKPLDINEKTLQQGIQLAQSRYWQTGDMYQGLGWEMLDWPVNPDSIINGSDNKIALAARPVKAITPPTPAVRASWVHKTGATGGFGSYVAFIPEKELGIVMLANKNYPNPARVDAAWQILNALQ
#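 20 mM phosphate pH 7.0 + 0.01% (detergent screen) or 0.0001% Triton X-100; 5.3 nM AmpC reagent; cpd preinc 15 min RT; nitrocefin (800 uM stock) to start; A480 q20 s × 4 min; Activity was normalised to no-enzyme and no-compound control wells.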
# HCMV inh – blocks human cytomegalovirus replication; HFF cells, HCMV-luciferase reporter, 72 h; hits give low values; activity change, negative = inhibition, % at 57.5 µM; AID 1259415; actives 4.5% (n = 410,000); in the data active = activity change below about -60%; inconclusive = no clear call, values can overlap the other calls; inactive = above about -39%
#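 Cell-based, HFFs, 1000 cells/well, 16 h 37C; cpds in DMSO + HCMV-luc, MOI 1 PFU/cell; 72 h 37C; OneGlo luminescence after 5 min RT; norm. to buffer vs Salinomycin 10uM.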
# AmpC inh no detg – AmpC beta-lactamase inhibition without detergent. actives 0.52% (n = 330,000). AmpC nitrocefin hydrolysis, absorbance 480 nm, 0.0001% Triton. Potency, µM (top dose mostly 57.1 µM), without a hit: at the top dose activity change, negative = inhibition, actives largely listed as inhibitors;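 note: potency is the fitted concentration of half-maximal effect; plate controls were no compound for no effect and no enzyme for full effect; nearly all actives have a fitted effect of over 20% in size; some results filed as inactive show a strong effect at the top dose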
#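 20 mM phosphate pH 7.0 + 0.01% (detergent screen) or 0.0001% Triton X-100; 5.3 nM AmpC reagent; cpd preinc 15 min RT; nitrocefin (800 uM stock) to start; A480 q20 s × 4 min; Activity was normalised to no-enzyme and no-compound control wells.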
# FBPA Giardia inh – Giardia lamblia aldolase inhibition. A8B2U2. purified Giardia FBPA. Potency, µM (series often up to 59.6 µM), inactives show at the top dose activity, negative = inhibition, most hits filed as inhibitors. actives 0.71% (n = 290,000). AID 2451; note: potency is the fitted concentration of half-maximal effect; nearly all actives have a fitted effect of over 55% in size
# Target sequence (A8B2U2 whole entry, looked up): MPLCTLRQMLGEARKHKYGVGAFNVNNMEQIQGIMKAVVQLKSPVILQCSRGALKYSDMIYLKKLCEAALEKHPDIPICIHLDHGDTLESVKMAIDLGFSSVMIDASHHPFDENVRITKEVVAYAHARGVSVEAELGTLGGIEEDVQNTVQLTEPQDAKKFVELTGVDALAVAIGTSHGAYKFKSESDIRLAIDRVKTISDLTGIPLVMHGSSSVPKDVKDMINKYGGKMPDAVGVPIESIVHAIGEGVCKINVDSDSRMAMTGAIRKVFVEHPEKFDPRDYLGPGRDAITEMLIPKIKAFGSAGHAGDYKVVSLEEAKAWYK
#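 40 nM FBPA preincubated 10 min at RT with compound (up to 57.5 uM final), then substrate plus GAPDH/TPI/NAD/arsenate coupling and diaphorase/resazurin added. Fluorescence read after 20 min at RT, 525/598 nm.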
# Sm TGR block – blocks Schistosoma mansoni thioredoxin glutathione reductase; actives 3% (n = 360,000); Potency, µM (doses to about 114 µM), without a hit: top-dose activity change, negative = inhibition, usual class: inhibitors; purified TGR, DTNB reduction, TNB absorbance 405 nm; note: potency is the fitted concentration of half-maximal effect; nearly all actives have a fitted effect of over 60% in size
#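 TGR 20 nM + NADPH 100 uM (dispensed conc.), cpd preinc 15 min RT; start with NADPH (500 uM addition) then DTNB (15 mM addition). Kinetic TNB absorbance, 405 nm filter. Four-parameter Hill fit across titration.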
# HCV inhibitor – HCV inhibition. Huh7.5.1 HCVcc-Cre infection, luciferase reporter, 44 h. Potency, µM (titrated, usually from 41.8 µM), without a hit: top-dose activity change, negative = inhibition, most hits filed as inhibitors. actives 3.4% (n = 340,000). AID 651820; note: potency is the fitted concentration of half-maximal effect
#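 Cells (1,000/well) were plated 4 h before compound, then infected with HCVcc-Cre virus (~0.5 moi). After 44 h further culture, infection was read as luciferase luminescence following a 15 min substrate incubation at room temperature.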
# Active calls of the source: *; ? = inconclusive; / = not tested or not shown; & = joins results of further samples; [ ] = dose if it differs, or a comment. Unless noted, calls come from the whole dose curve; as a rule, active = well fitted curve in the direction sought with a large enough effect; inconclusive = small, poorly fitted or top-dose-only effect, or another doubt; inactive = no such curve, though single readings can be large; an effect the other way counts as inactive or inconclusive. Unless noted, % is set by controls: 0 for no effect and ±100 for the full control effect.
SMILES,AmpC detergent,HCMV inh,AmpC inh no detg,FBPA Giardia inh,Sm TGR block,HCV inhibitor
CCCOc1ccc(-c2nnn(CC(=O)OCC)n2)cc1,-5%,44,23%,3%,-2%,23%
N#CCC(=O)Nc1ccc(C(=O)OCC(=O)Nc2cccc(C(F)(F)F)c2)cc1,?,-30,16µM*,-1%,-9%,7%
COc1ccc(N2CCN(/C(=N\S(=O)(=O)c3ccccc3)Nc3nc(C)cc(C)n3)CC2)cc1,2%,53,37%,0%,-4%,0%&6%
COc1ccc(CN(C)C(=O)c2ccc3ccccc3n2)cc1F,-5%,0,6%,/,6%,-10%
COc1ccc(NC2CCCN(C(=O)c3ccc(C)nc3)C2)cc1 (stereo unspecified),-15%,-27,-9%,-3%,-16%,18%
Cc1ccc(NC(=O)CSc2nnc(CNC(=O)c3c(F)cccc3Cl)o2)cc1,-12%,3,-44%,0%,1%,-26%&6%
COc1ccc2nc(Nc3nc4ccc(NC(C)=O)cc4s3)sc2c1,2%,?,-10%,26%,0%,13µM*
Cc1ccc(-n2nc3c(=O)n(CC(=O)NCc4ccccc4)nc(C)c3c2C)cc1,-6%,-29,-8%,-5%,-1%,?
NC1=NC(=O)CC(C(=O)Nc2cccc3ccccc23)S1 (stereo unspecified),3%,/,-17%,2%,?,10%
COc1ccc(CCOC(=O)c2cccc(NC(C)=O)c2)cc1,-11%,28,16%,/,1%,?
CC(C)CNS(=O)(=O)c1ccc(CCC(=O)N2CCC(C(N)=O)CC2)cc1,6%,15,-7%,4%,7%,5%
Cc1ccc(C)c(S(=O)(=O)N2CCN(C(=O)c3sccc3C)CC2)c1,?,55,-3%,/,1%,15%
CC(=NCCN1CCN(C(C)=C2C(=O)c3ccccc3C2=O)CC1)C1=C(O)CC(C)(C)CC1=O,0%,36,-16%,-12%,?,-3%
COc1ccc(OC)c(-n2c(-c3cc(-c4ccc(F)cc4)n[nH]3)n[nH]c2=S)c1,-5%,64,-54%,3%,2%,-1%
O=C(N/N=C\c1ccc(Cl)s1)C1COc2ccccc2O1 (stereo unspecified),-3%,-31,?,-1%,-8%,-28%

# Next part, starting with the last three of the part before.
SMILES,AmpC detergent,HCMV inh,AmpC inh no detg,FBPA Giardia inh,Sm TGR block,HCV inhibitor
CC(=NCCN1CCN(C(C)=C2C(=O)c3ccccc3C2=O)CC1)C1=C(O)CC(C)(C)CC1=O,0%,36,-16%,-12%,?,-3%
COc1ccc(OC)c(-n2c(-c3cc(-c4ccc(F)cc4)n[nH]3)n[nH]c2=S)c1,-5%,64,-54%,3%,2%,-1%
O=C(N/N=C\c1ccc(Cl)s1)C1COc2ccccc2O1 (stereo unspecified),-3%,-31,?,-1%,-8%,-28%
CCCCCCCCCCNC(=O)C(=O)Nc1ccccn1,1%,/,-17%,9%,0%,3%
O=C(COC(=O)CN1C(=O)C2CCCCC2C1=O)NNC(=O)c1ccc(Cl)cc1 (stereo unspecified),?,-16,-14%,/,1%,18%
CCCNC(=O)c1ccc(Cn2cc(-c3ccc(OC)cc3)nc2C(C)N)cc1 (stereo unspecified),-11%,75,48%,/,-5%,-4%
CCOc1ccccc1OCC(=O)Nc1ccc(OC)c(S(=O)(=O)N2CCCCC2)c1,0%,9,5%,/,-4%,?
Cc1nc2ccccc2n1CC(=O)NCCN1CCCC1,0%,-8,-8%,-18%,-2%,5%
O=C(CN1CCN(Cc2ccc(F)cc2)CC1)Nc1nc2ccccc2s1,-17%,16,72%[activator],14µM*,-13%,?
CCOC(=O)c1c(C)[nH]c(C(=O)COC(=O)c2cnc(C)cn2)c1C,?,-6,11%,0%,1%,-38%
Cc1csc(NC(=O)COc2ccc3c(c2)CCC3)n1,2%,41,-10%,/,-3%,-6%
COCCNC(=O)Cn1c(=O)n(Cc2ccc(C(=O)NCc3ccco3)cc2)c(=O)c2ccccc21,1%,1,43%,-1%,8%,4%
Cc1cc(C(=O)C(C)OC(=O)c2cnccn2)c(C)n1-c1ccccc1 (stereo unspecified),7%,42,33%,/,-5%,29%
COc1cccc(NC2=C(Cl)C(=O)OC2OC(=O)c2ccco2)c1 (stereo unspecified),-1%,-7,-38%,5%,7.9µM*,15%
COCCn1c(SCC(=O)Nc2cccc(C)c2)nnc1C(C)C,-19%,23,-16%,-1%,-27%,-10%
O=C(CNC(=O)c1ccc(Br)cc1)NCC(=O)OCC(=O)c1ccc([N+](=O)[O-])cc1,-6%,-28,-21%,11%,-16%,7%
CC1CN(C(=O)CN2C(=O)NC(C)(c3ccccc3)C2=O)CC(C)O1 (stereo unspecified),-14%,-3,-38%,2%,7%,5%
COc1ccc(NC(=O)CSc2nc3c(c(=O)n2-c2ccc(C)cc2)SCC3)c(OC)c1,3%,1,-23%,-15%,1%,?

# Two entries from above, bar-delimited.
SMILES | AmpC detergent | HCMV inh | AmpC inh no detg | FBPA Giardia inh | Sm TGR block | HCV inhibitor
O=C(CNC(=O)c1ccc(Br)cc1)NCC(=O)OCC(=O)c1ccc([N+](=O)[O-])cc1 | -6% | -28 | -21% | 11% | -16% | 7%
CCOC(=O)c1c(C)[nH]c(C(=O)COC(=O)c2cnc(C)cn2)c1C | ? | -6 | 11% | 0% | 1% | -38%

# (listing goes on)
SMILES,AmpC detergent,HCMV inh,AmpC inh no detg,FBPA Giardia inh,Sm TGR block,HCV inhibitor
CCC(C)(C)n1nnnc1C(c1cccc(C#N)c1)N1CCN(c2cc(C)ccc2C)CC1 (stereo unspecified),-10%,1,-14%,1%,8%,6%
CCCCCCNC(=O)c1c(O)c2cccc3c2n(c1=O)CCC3,-12%,-33,-10%,9%,-33%,8%
O=C(CN1CCCCC1)NCC(=O)Nc1ccc(F)c(F)c1F,-1%,-6,-5%,/,-2%,14%
O=C(CSc1nnc(-c2ccc(Cl)cc2)n1Cc1ccco1)NCc1ccc2c(c1)OCO2,-7%,?,/,9%,-25%,-8%
COc1ccc(CNC(=O)COC(=O)C2CCN(S(=O)(=O)c3ccccc3C(F)(F)F)CC2)cc1,-10%,33,25%,8%,-2%,24%
COc1ccccc1-c1nc2c(c(SCC(=O)N3CCCCC3)n1)Cc1c(CO)cnc(C)c1O2,2%,?,104%[activator],-13%,?,?
O=C(NCC(=O)N(c1cccnc1)C(C(=O)NC1CCCCC1)c1ccccc1)c1ccco1 (stereo unspecified),-7%,-20,-14%,-8%,-9%,2%
C/C(Cc1ccccc1)=N/NC(=O)CCCC(=O)N/N=C(/C)Cc1ccccc1,3%,-4,-25%,4%,7%,15%
CC1CC(=O)N(c2ccc(C(C)C)cc2)C(=O)C1,?,1,14%,-4%,5%,7%
Cc1c(NC(=O)/C(C#N)=C/C2CC=CCC2)c(=O)n(-c2ccccc2)n1C (stereo unspecified),-4%,52,-16%,3%,-14%,11%
Cc1ccc(CNC(=O)C2CCC(CNS(=O)(=O)c3ccc4c(c3)CCCC(=O)N4)CC2)cc1 (stereo unspecified),-2%,36,/,/,9%,/
COc1c(/C=N/NC(=O)[C@H]2C[C@@H]2c2ccccc2)c(CCN(C)C(C)=O)cc2c1OCO2,-6%,-14,104%[activator],-5%,-4%,-23%
CCCCCOc1ccc(C(=O)N(Cc2ccco2)C2CCS(=O)(=O)C2)cc1 (stereo unspecified),?,0,82%[activator],3%,-20%,19%
COC(=O)c1sccc1-n1cccc1C(=O)C(=O)N1CC(C)OC(C)C1 (stereo unspecified),-3%,47,1%,1%,0%,14%
Cn1c(=O)[nH]c(=O)c2c1nc(CN1CCN(c3ccccc3F)CC1)n2CC(N)=O,2%,9,-17%,1%,1%,8%
O=S(=O)(Nc1ccc2c(c1)OCCO2)c1c(F)cccc1F,-1%,16,-14%,-5%,-18%,-15%
O=C(N/N=C/c1cccn1-c1ccc([N+](=O)[O-])cc1)c1cccnc1,2%,11,-24%,-3%,-1%,?
O=C(Cn1cccc1C(=O)c1ccccc1)NCc1ccco1,-11%,-33,-10%,1%,0%,12%
O=C(NCc1ccccc1Cl)c1ccccc1CCc1ccccc1,-14%,6,-1%,5%,-7%,0%
O=C(Nc1ccc(C(F)(F)F)cc1)N1CCC(N2CCCCC2)CC1,-3%,50,/,/,8%,/
COc1ccc(S(=O)CC(=O)Nc2ccc(Cl)cc2Cl)cc1 (stereo unspecified),-11%,-66*,13%,5%,-3%,-2%
CC(C(=O)Nc1ccccc1)C(=O)Nc1ccccc1,?,6,-12%,22%,-10%,4%
CC(C)(C)c1ccc(C(=O)N2CCCCCC2=O)cc1,-5%,-2,-13%,-10%,-4%,-17%
O=C(O)CC(NC(=O)COc1ccccc1)c1cccc([N+](=O)[O-])c1 (stereo unspecified),1%,30,-21%,5%,6%,8%
Cc1ccc(NC(=O)Cc2ccc(Cl)cc2)cc1S(=O)(=O)N1CCCCCC1,-8%,-26,-25%,/,-16%,10µM*
CCC(C)[C@H]1COCCS(=O)(=O)N1Cc1ccc(C)cc1 (stereo partly specified),-13%,-34,62%[activator],-8%,3%,11%
COCCN(C(=O)COC(=O)c1ccc(Cl)s1)c1c(N)n(Cc2ccccc2)c(=O)[nH]c1=O,0%,-27,58%,/,-8%,19%
CSc1ncc(Cl)c(C(=O)N(Cc2ccc(C(C)C)cc2)C2CCS(=O)(=O)C2)n1 (stereo unspecified),-6%,-5,/,/,1%,/
COCCNC(=O)/C(C#N)=C/c1c(F)cccc1Cl,3%,-75*,-15%,1%,-1%,22%
COc1ccc(OC)c(-n2c(O)c(C=NCCN3CCNCC3)c(=O)[nH]c2=S)c1,6%,44,47%,-12%,-29%,4%
CCOC(=O)c1[nH]c(C)c(C(=O)N2CCN(c3cccc(Cl)c3)CC2)c1C,3%,6,154%[activator],0%,-27%,8%
CC(C)C(=O)Nc1sc2c(c1-c1nc3ccccc3[nH]1)CCCC2,-5%,-30,-36%,-1%,-2%,?
CCOc1ccc2oc(C(=O)N3CCN(c4ccccc4OCC)CC3)c(C)c2c1,2%,-13,74%[activator],/,6%,-26%
C[N+]1(C)[C@@H]2CC[C@H]1CC(OC(=O)C(CO)c1ccccc1)C2 (stereo partly specified),?,-18,-19%&-16%,1%&-3%,5%&-11%,13%
Cc1cc(C)nc(N2CCCC(C(=O)NC3CCCC3)C2)n1 (stereo unspecified),?,4,2%,0%,-5%,-10%
CCOc1ccc(S(=O)(=O)N2CCN(C(=O)c3ccc(-n4cncn4)c([N+](=O)[O-])c3)CC2)cc1,4%,-4,72%[activator],/,8%,11µM*
O=C(Cn1ccc2ccccc2c1=O)NCC(=O)N1CCCCC1,0%,-19,-6%,-24%,-5%,17%
COC(=O)/C=C(\C)NC(=O)c1cccs1,?,14,-17%,0%,-2%,12%
O=C(CSc1nnc(-c2ccc(Cl)cc2)n1CC1CCCO1)NC1CCS(=O)(=O)C1 (stereo unspecified),?,-35,-16%,4%,1%,18%

# Gathered by group, the compounds so far with a CF3 group.
SMILES,AmpC detergent,HCMV inh,AmpC inh no detg,FBPA Giardia inh,Sm TGR block,HCV inhibitor
N#CCC(=O)Nc1ccc(C(=O)OCC(=O)Nc2cccc(C(F)(F)F)c2)cc1,?,-30,16µM*,-1%,-9%,7%
COc1ccc(CNC(=O)COC(=O)C2CCN(S(=O)(=O)c3ccccc3C(F)(F)F)CC2)cc1,-10%,33,25%,8%,-2%,24%
O=C(Nc1ccc(C(F)(F)F)cc1)N1CCC(N2CCCCC2)CC1,-3%,50,/,/,8%,/

# From PubChem

# Compounds as they come. Share with any hit: about 9.9%.
